ERG-DNA inh = blocks human ERG Ets domain binding to DNA. Potency, µM (top dose mostly 76.9 µM), for the others: at the top dose FP activity, negative = inhibition, most hits filed as inhibitors. 370,000 compounds, 0.028% hits. AID 624246. fluorescence polarization, His-ERG Ets domain / labelled DNA; active = well fitted inhibition curve with a large enough effect in the polarisation, with a control signal flat; inconclusive = small, poorly fitted or top-dose-only effect, or effect the other way, or a change in a side signal; inactive = no such curve, though single readings can be large or run the other way; the % refers to the polarisation;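 also: polarization taken with two DNA probes labelled with fluorescein and Texas red; potency is read from the fitted curve at half-maximal effect; % of control where 0% means no effect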
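His-tagged ERG Ets domain (1 uM in the protein solution; 300mM KCl, 50mM Tris-HCl, 1mM EDTA, 1mM DTT, pH 7.5) received compound, then a probe mix of 5 nM fluorescein-DNA and 100nM Texas-615-DNA. Fluorescence polarization was read for both dyes.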
ALOX12 inh = inhibitors of human 12S-lipoxygenase ALOX12; purified 12hLO, xylenol orange hydroperoxide absorbance; Potency, µM (doses to about 108 µM), without a hit: at the top dose activity change, negative = inhibition, hits mostly inhibitors; 580,000 compounds, 1.1% hits; AID 1671190; also: potency is read from the fitted curve at half-maximal effect; % is scaled to controls: 0 for no effect and ±100 for the full control effect
Target sequence (P18054 whole entry, looked up): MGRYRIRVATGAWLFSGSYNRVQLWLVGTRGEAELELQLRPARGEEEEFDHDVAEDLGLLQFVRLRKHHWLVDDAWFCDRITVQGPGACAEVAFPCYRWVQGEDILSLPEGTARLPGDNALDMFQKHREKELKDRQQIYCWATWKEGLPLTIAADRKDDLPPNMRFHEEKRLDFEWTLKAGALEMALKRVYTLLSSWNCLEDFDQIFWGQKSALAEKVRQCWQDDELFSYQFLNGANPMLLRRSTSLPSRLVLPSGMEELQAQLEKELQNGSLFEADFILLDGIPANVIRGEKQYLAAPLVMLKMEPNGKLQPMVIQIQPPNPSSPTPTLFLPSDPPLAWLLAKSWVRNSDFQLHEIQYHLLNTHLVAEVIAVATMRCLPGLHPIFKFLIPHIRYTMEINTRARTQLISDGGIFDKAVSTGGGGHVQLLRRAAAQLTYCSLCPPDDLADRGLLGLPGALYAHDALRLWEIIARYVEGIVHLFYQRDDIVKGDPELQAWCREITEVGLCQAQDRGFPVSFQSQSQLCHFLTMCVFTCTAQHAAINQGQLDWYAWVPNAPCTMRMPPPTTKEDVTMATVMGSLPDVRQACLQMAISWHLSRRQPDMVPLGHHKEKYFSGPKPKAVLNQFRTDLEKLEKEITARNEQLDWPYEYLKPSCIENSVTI
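Hydroperoxide product was detected by ferrous iron/xylenol orange as the 573 to 405 nm absorbance ratio. Arachidonic acid at 40 uM (final) was turned over for 30 min at room temperature by 150 nM human 12hLO, pH 7.0 Hepes buffer, after 15 min compound preincubation.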
D2 agonist = activates the human D2 dopamine receptor | 340,000 compounds, 0.53% hits | HEK293 T-REx D2 cells, calcium flux agonist mode | activation, % at 2 µM | AID 485358 | P14416;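 active = activation over 3 SD above normal in the single-dose calcium agonist read, cut at about 30% in these data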; also: 0% is about no effect
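Agonism is scored from calcium flux in a force-coupled, inducible HEK293 cell line expressing D2, read kinetically for 180 s after compound addition against dopamine controls.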
D2 antag = antagonizes the human D2 dopamine receptor; 340,000 compounds, 2% hits; AID 485344; P14416; inhibition, % at 10 µM; HEK293 TREx D2 cells, calcium flux, dopamine EC80; in the data active = inhibition above about 30%; also: 0% is about no effect
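In this primary screen, negative modulation is detected by tracking calcium flux after an EC80 dopamine challenge in inducible HEK293 T-REx D2 cells preexposed to test compound for 180 s.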
Vif-A3F inh = blocks the Vif interaction with APOBEC3F | HeLa A3F-eYFP + Vif (tagged APOBEC3F with the HIV-1 protein that degrades it), YFP fluorescence increase | Potency, µM (top dose mostly 46.1 µM), for the others: at the highest dose activity, negative = active | 390,000 compounds, 0.2% hits | AID 602313; also: potency is read from the fitted curve at half-maximal effect; % of control where 0% means no effect; nearly all actives have a fitted effect of over 65% in size
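HeLa cells stably expressing Vif plus C-terminally eYFP-tagged A3F were seeded, incubated overnight at 37 deg C, dosed with compound, incubated overnight again at 37 deg C. Yellow fluorescence (Ex 488/Em 500-530) reported blocked Vif-mediated A3F-eYFP degradation.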
Glioma ERSR ind = ER stress response induction in glioma. U87-MG GRP78 promoter luciferase reporter, 16 h. 420,000 compounds, 0.02% hits. AID 602332. Potency, µM, for inactives: at the top dose activation, actives largely listed as activators; also: potency is read from the fitted curve at half-maximal effect; series mostly up to about 76 µM; % of control where 0% means no effect; nearly all actives have a fitted effect of over 35% in size
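Stably transfected U87-MG human glioma cells carrying a GRP78-based luminescent sensor were seeded at 1000 cells/well, pin-dosed with compounds and incubated 16 h. Luciferase reagent was then added, and end-point luminescence was read after 10 min at room temperature.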
LDHA inh = LDHA (human) enzyme inhibition; P00338; purified LDHA, NADH/diaphorase-resazurin fluorescence; active compounds read low; activity change, % (values are at about 110 or 230 µM); 480,000 compounds, 0.15% hits; AID 1347041; in the data active = activity change below about -30%; inconclusive = mostly about -25% to -30%;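 also: plate controls were DMSO wells for no effect and wells without enzyme for full effect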
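Human LDH5 at 2 nM final in Tris HCl pH 7.4 with 0.06 mM NADH and 0.2 mM pyruvate, reacted 5 minutes at room temperature. Remaining NADH coupled via diaphorase/resazurin; resorufin fluorescence read at 0 and 20 minutes, normalized to enzyme-free and DMSO wells.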
RGS4 inh = blocks human RGS4-accelerated GTP hydrolysis; Transcreener GDP fluorescence polarization, RGS4-accelerated GTP hydrolysis; Potency, µM (series often up to 114 µM), inactives show at the top dose activity change, negative = inhibition, hits mostly inhibitors; 390,000 compounds, 0.039% hits; AID 504845; also: potency is read from the fitted curve at half-maximal effect; % is scaled to controls: 0 for no effect and ±100 for the full control effect; nearly all actives have a fitted effect of over 75% in size; some results filed as inactive show a strong effect at the top dose
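MLSMR compounds (23 nl, pin-transferred) preincubated 10 min at room temperature with a 500nM (2x) first reagent, then RGS4 at 900nM (2x) plus Transcreener GDP mix added; fluorescence polarization (620/688 nm) read before and after 90 min at 30 °C.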
Vif-A3G inh = inhibitors of Vif-APOBEC3G interaction | Potency, µM (titrated, usually from 46.1 µM), without a hit: at the top dose activity, negative = active, most hits filed as inhibitors | 410,000 compounds, 0.076% hits | HeLa A3G-eYFP + Vif (tagged APOBEC3G with the HIV-1 protein that degrades it), YFP fluorescence, overnight;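 also: potency is read from the fitted curve at half-maximal effect; % is scaled to controls: 0 for no effect and ±100 for the full control effect; nearly all actives have a fitted effect of over 60% in size; hits raise eYFP signal because A3G escapes Vif-driven loss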
Target sequence (Q9HC16 whole entry, looked up): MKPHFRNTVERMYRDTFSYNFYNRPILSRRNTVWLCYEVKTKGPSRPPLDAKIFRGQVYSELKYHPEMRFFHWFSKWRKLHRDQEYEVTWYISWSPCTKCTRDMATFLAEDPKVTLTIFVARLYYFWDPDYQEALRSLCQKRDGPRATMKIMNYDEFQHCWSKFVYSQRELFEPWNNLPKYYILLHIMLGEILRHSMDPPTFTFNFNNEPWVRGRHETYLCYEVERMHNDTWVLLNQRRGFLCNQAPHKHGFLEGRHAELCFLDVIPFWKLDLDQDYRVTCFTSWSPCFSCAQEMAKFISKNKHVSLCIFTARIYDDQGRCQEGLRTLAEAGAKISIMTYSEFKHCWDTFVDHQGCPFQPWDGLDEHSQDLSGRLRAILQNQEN
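Read-out is eYFP fluorescence (Ex 488/Em 500-530) from Vif-expressing HeLa A3G-eYFP cells; more signal means A3G escaped Vif-mediated degradation. Cells plated overnight, compound pinned in, incubated overnight at 37 deg C.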
* marks the source's active call; other numbers are inactive results; u = inconclusive; x = not tested or not shown; & = joins results of further samples; ! = a repeat was not active; [ ] = remark or other dose. Unless noted, calls follow the shape of the dose curve; as a rule, active = well fitted curve in the direction sought with a large enough effect; inconclusive = small, poorly fitted or top-dose-only effect, or another doubt; inactive = no such curve, though single readings can be large; an effect the other way counts as inactive or inconclusive. Not all compounds are listed; the hit share may differ from the screen's.

| SMILES | ERG-DNA inh | ALOX12 inh | D2 agonist | D2 antag | Vif-A3F inh | Glioma ERSR ind | LDHA inh | RGS4 inh | Vif-A3G inh |
| --- | --- | --- | --- | --- | --- | --- | --- | --- | --- |
| Cn1c(CN2CCN(C(=O)c3ccccc3)CC2)nc2cc([N+](=O)[O-])ccc21 | 19.8% | -4.8% | -1.7 | 3.7 | 0.9% | 1.6% | 0.3 | 0.7% | -0.2% |
| O=C(c1cccs1)N1N=C(c2ccccc2)CC1c1ccc(O)cc1 (stereo not drawn) | -1.9% | u | -2.1 | 9.5 | -7.5% | 6.2% | -7.5 | 3.3% | -0.9% |
| Cc1ccccc1Nc1nc(CSc2nnc(-c3ccoc3C)n2C)cs1 | -7.4% | -21.3% | 0.1 | -4.2 | -5.9% | 2.5% | 0.0 | -32.2% | -4.1% |
| CSC(=NNC(=O)c1ccccc1O)SC | -2.1% | 0.0% | 0.2 | -8.5 | -9.7% | 2.1% | 9.5 | -5.5% | 1.4% |
| Cc1n[nH]c(=O)nc1NCc1ccccc1Cl | 1.2% | 13.2% | -0.5 | -5.5 | 4.9% | -0.4% | -10.5 | -19.6% | -1.9% |
| Cc1nn(-c2ccccc2)c(N)c1C1(O)C(=O)N(C(C)C)c2ccccc21 (stereo not drawn) | 3.0% | -21.8% | -0.4 | 6.1 | -3.9% | -0.8% | -2.5 | -10.9% | -3.4% |
| COc1cc(/C=N/n2c(COc3ccccc3)n[nH]c2=S)cc(Br)c1O | -6.5% | 23.3% | -0.2 | -9.1 | 3.5% | -4.0% | -4.3 | -22.9% | -0.2% |
| O=C(CN1C(=O)CCS(=O)(=O)c2ccccc21)NCCc1ccccc1 | 15.4% | -4.5% | -0.1 | -6.6 | -2.3% | -1.6% | -1.7 | -9.1% | 1.5% |
| COc1ccc(NC(=O)C(NS(=O)(=O)c2ccc3c(c2)CCCC(=O)N3)C(C)C)c(OC)c1 (stereo not drawn) | -2.0% | -12.0% | 0.1 | x | 2.2% | -3.2% | -7.8 | -16.8% | 7.3% |
| Cc1ccc(S(=O)(=O)N(C)C)cc1NC(=O)COC(=O)C1CC(=O)N(c2ccc3c(c2)OCCO3)C1 (stereo not drawn) | -1.0% | -10.7% | 0.3 | 10.3 | -14.8% | -2.7% | -2.7 | -36.2% | 0.0% |
| COC(=O)c1ccc(-n2ccnc2)cc1 | -8.3% | -12.8% | 0.0 | -5.5 | 2.4% | -1.0% | -9.9 | 4.5% | 2.5% |
| Cc1n[nH]c(=S)n1/N=C/c1ccccc1OCc1ccc(Cl)cc1 | 0.2% | u | 0.2 | 10.0 | -5.7% | 4.5% | 1.7 | -8.5% | -0.9% |
| COc1cc2ccccc2cc1C(=O)NCc1ccncc1 | -5.0% | -3.5% | 0.0 | -7.7 | -7.0% | -1.7% | -3.2 | -6.8% | -1.0% |
| Cc1cc(=O)[nH]c(SCC(=O)NC2CCCc3ccccc32)n1 (stereo not drawn) | 7.1% | 8.8% | 0.5 | -9.4 | 4.8% | -1.9% | -0.3 | -8.2% | 0.3% |
| CC[C@]12c3[nH]c4ccccc4c3CCN1C(=O)C(CC(=O)NCCCn1ccnc1)C[C@@H]2C(=O)N1CCN(C(=O)c2ccco2)CC1 (stereo partly drawn) | -2.0% | -4.9% | x | x | -2.8% | -1.6% | -5.6 | 10.9% | 1.1% |
| CCCCCOc1ccc(NC(=O)C2OC3OC(C)(C)OC3C3OC(C)(C)OC23)cc1 (stereo not drawn) | -2.4% | -4.9% | -0.7 | 17.3 | -7.6% | -5.0% | -8.1 | -16.8% | -4.7% |
| COc1nc(-c2ccccc2)ccc1-c1noc(C)n1 | 11.0% | -18.4% | 0.7 | 10.3 | -1.0% | 6.6% | -2.8 | 17.2% | -7.0% |
| O=C1c2ccccc2C(=O)N1CCSc1ccccc1 | -2.9% | x | -0.4 | 8.9 | 2.7% | u | -9.8 | -27.3% | -2.2% |
| CC(=O)Nc1cccc(C(=O)Nc2ccc(S(=O)(=O)NC3=NCCCCC3)cc2)c1 | -1.5% | -21.6% | -0.1 | 3.6 | -4.3% | -2.3% | -3.4 | 30.8% | 2.8% |
| COc1ccc(-c2cnnn2-c2ccc(N)cc2)cc1OC | -7.2% | 3.1% | -0.8 | 12.2 | -12.2% | -1.7% | -7.7 | -8.2% | -2.9% |
| COc1ccc(OCc2nnc(SC3CCOC3=O)n2-c2ccccc2)cc1 (stereo not drawn) | x | -13.5% | -0.4 | -8.0 | -9.2% | u | 1.3 | -11.8% | -11.7% |
| Cc1ccc(NS(=O)(=O)c2ccc3[nH]c4c(c3c2)CCCCCC4)cc1C | -0.2% | -28.4% | -2.1 | x | 0.1% | -5.1% | -1.3 | -13.9% | -10.9% |
| Cn1c(COc2cccc3cccnc23)nnc1SCC(=O)O | 0.0% | 7.94µM*! | -0.5 | -20.3 | 0.8% | -2.7% | 0.5&0.9 | -45.8%[56.9 µM] | 4.1% |
| Cc1nc(-c2ccccc2)sc1C(=O)/C=C/c1ccccc1 | 2.0% | 35.3%[activator] | 0.5 | -1.0 | 3.0% | 5.2% | 0.0 | -38.7% | -15.2% |
| ClCc1nnc(-c2cc3c(s2)CCCC3)o1 | 5.1% | -0.9% | -0.4 | -5.9 | 0.6% | -5.5% | 2.2 | -9.8% | u |
| O=P(O)(c1ccccc1)c1ccccc1O | -2.3% | u | 0.3 | 9.9 | x | -7.9% | -2.1 | 4.7% | 2.2% |
| NC(=O)C12CCCC(Br)(CCC1)C2 | 10.6% | -10.4% | 0.2 | -3.8 | -1.5% | -3.2% | -7.6 | 31.6% | 1.0% |
| C/C(Cl)=C/Cn1c(SCC(C)C)nc2c1c(=O)[nH]c(=O)n2C | 5.7% | 19.7% | -0.3 | 6.2 | 5.4% | -5.8% | -5.5 | -1.0% | -0.8% |
| CCCc1nnc(SCC(=O)N2C(C)CCCC2C)n1CCCOC (stereo not drawn) | 4.6% | -11.0% | 0.4 | -1.6 | -1.8% | -5.9% | -7.2 | 9.9%[56.9 µM] | -0.3% |
| COc1cccc(N(C(=O)CS(=O)CC(=O)Nc2ccc(F)cc2)C(C(=O)NC2CCCCC2)c2cccs2)c1 (stereo not drawn) | -1.0% | -16.9% | -1.0 | 0.8 | 1.6% | -8.5% | -8.8 | 4.1% | -0.1% |
| Cc1ccn2c(C(=O)NN=C3CCN(C)CC3)c(C)nc2c1 | 1.1% | 17.2% | -0.7 | -15.4 | -43.7% | -1.6% | 4.0 | -12.3% | -3.4% |
| COc1ccccc1Cn1c(SCC(=O)C(C)(C)C)nc2ccccc2c1=O | 6.0% | -9.7% | 1.7 | x | -7.3% | -3.0% | 4.5 | 2.4% | 1.2% |
| COc1ccc(NC(=O)c2c(NCc3cccc(OC)c3)sc3c2CCCC3)cc1 | 0.8% | u | 0.0 | x | 3.1% | -1.2% | 4.7 | -29.5% | -5.2% |
| Cc1ccc(C)c(NC(=S)N(Cc2ccco2)C(C)c2cccs2)c1 (stereo not drawn) | 4.1% | 22.8% | -0.9 | -7.1 | -37.3% | -2.5% | -3.3 | -9.0% | -4.3% |
| CCCN(C(=O)c1cc2c(=O)oc3ccccc3c2s1)c1ccc(CC)cc1 | -0.7% | -1.4% | -0.1 | x | 0.3% | 3.0% | -5.1 | -1.8% | -3.6% |
| O=C(Cn1cc([N+](=O)[O-])cn1)N1CCc2ccccc21 | x | -10.0% | 0.5 | -5.7 | -2.7% | -2.7% | -4.7 | -1.9% | 4.0% |
| Fc1ccc(Nc2nc(-c3ccncc3)cs2)cc1 | -3.8% | -14.9% | 1.8 | -17.4 | -11.4% | 2.4% | -6.8 | 12.7% | -1.2% |
| Cc1ccc(C)c(OCC(=O)N/N=C/c2c(C)nn(-c3ccccc3)c2Cl)c1C | x | 13.6% | -0.5 | -10.8 | -2.4% | -1.4% | -6.2 | -1.3% | -0.4% |
| O=C(OCCCCN1C(=O)c2ccccc2C1=O)c1n[nH]c2ccccc12 | -2.3% | 0.0% | 0.5 | -14.9 | 7.2% | 0.0% | -2.5 | 19.2% | 2.5% |
| CCC(Oc1ccccc1)C(=O)Nc1ccccc1N1CCCCC1 (stereo not drawn) | -0.3% | 5.1% | -0.7 | 4.2 | -10.7% | 6.1% | 0.7 | -6.4% | -0.1% |
| CC(=O)N(Cc1cccs1)C1CCOC(C)(C)C1 (stereo not drawn) | -0.4% | -19.0% | 1.1 | 15.2 | -3.9% | -4.8% | -1.0 | -7.8% | -0.6% |
| Cc1ccc(Nc2nc(NCc3ccccc3)nc3ccsc23)c(C)c1 | x | u | x | x | x | 3.7% | -2.7 | x | -10.7% |
| COc1ccc(-n2nc([N+](=O)[O-])c(=NCCc3ccccc3)n2O)cc1 | 7.9% | -16.6% | -0.7 | -9.4 | 8.5% | 0.0% | 0.1 | -16.9% | 0.5% |
| CCc1ccccc1NC(=O)COc1ccc2c(=O)c(Oc3cc(C)ccc3C)coc2c1 | -3.2% | -7.5% | -0.9 | 7.8 | -8.3% | -0.8% | -1.9 | 15.2% | 1.4% |
| COc1ccc(-c2oc3ccccc3c2C(=O)OCc2ccccc2OC)cc1 | 7.1% | 1.9% | 0.5 | 10.2 | 1.6% | -4.6% | -0.6 | -13.4% | 0.7% |
| Nc1nc(SCC(=O)Nc2ccc(Cl)cn2)n[nH]1 | -1.9% | -0.7% | 1.5 | -8.0 | 15.1% | -3.0% | -10.7 | u | 0.3% |

Screening results deposited in PubChem by National Center for Advancing Translational Sciences (NCATS).
